Compound activity from PubChem.
HT1080-NT tox: qHTS for induction of synthetic lethality in tumor cells producing 2HG: qHTS for the HT-1080-NT fibrosarcoma cell line | HT-1080-NT fibrosarcoma viability, CellTiter-Glo ATP luminescence, 48 h | Potency, µM (highest dose often 46.1 µM), without a hit: top-dose activity, negative = less viability, most hits filed as cytotoxic | actives 1.6% (n = 360,000) | AID 686970, 2013;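 further: NT is the 2HG producing partner of a matched IDH1 knockdown line; potency means the concentration at half of the fitted maximal effect; 0% = DMSO-treated cells and -100% = media-only wells without cells; nearly all actives have a fitted effect of over 55% in size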
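750 cells/well, RPMI + 5% FBS; 2 h settle, compound pin-transfer, 48 h at 37 degrees C. CellTiter-Glo 10 min RT, luminescence. Normalized to DMSO and media-only wells.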
IL1B secr inh: qHTS for Inhibitors of Inflammasome Signaling: IL-1-beta AlphaLISA Primary Screen; THP-1 LPS/ATP IL-1B secretion, AlphaLISA, 16 h; active compounds read low; activity change, % at 57.5 µM; actives 4.7% (n = 360,000); AID 743279, 2014; in the data active means activity change below about -50%; inconclusive means mostly about -30% to -49%; further: on the % scale 0 is the no-effect control and ±100 the full control effect
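THP-1 cells pretreated 1 hr with compounds (up to 57.5 uM final), then stimulated with LPS (250 ng/mL final) plus ATP (1.25 mM final); secreted IL-1B measured by AlphaLISA after 16 hr, decreased signal indicating inhibition.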
SW480 rerep: A quantitative high throughput screen for small molecules that induce DNA re-replication in SW480 colon adenocarcinoma cells; AID 624297, 2012; Potency, µM (doses to about 46.1 µM), for inactives: at the top dose re-replication activation, hits mostly activators; SW480 DNA re-replication, Hoechst DNA content imaging, 48 h; actives 1.8% (n = 340,000); further: potency means the concentration at half of the fitted maximal effect; % of control where 0% means no effect; nearly all actives have a fitted effect of over 55% in size
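Compounds, transferred as 23 nL by pin tool, were incubated with cells for 48 hr; DNA content per nucleus was then quantified by Hoechst staining and fluorescence plate imaging.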
MCF10A rerep: A quantitative high throughput screen for small molecules that induce DNA re-replication in MCF 10a normal breast cells. Potency, µM (titrated, usually from 46.1 µM), inactives show at the top dose activity, positive = re-replication, most hits filed as activators. actives 2.9% (n = 350,000). MCF 10A DNA re-replication, Hoechst nuclear intensity, 48 h; further: potency means the concentration at half of the fitted maximal effect; % of control where 0% means no effect; nearly all actives have a fitted effect of over 50% in size
HT1080 IDH1KD tx: qHTS for induction of synthetic lethality in tumor cells producing 2HG: qHTS for the HT-1080-IDH1KD cell line | HT-1080 IDH1 knockdown viability, ATP luminescence, 48 h | Potency, µM (series often up to 46.1 µM), inactives show at the top dose activity, negative = toxicity, actives largely listed as cytotoxic | actives 2% (n = 360,000) | AID 686971, 2013;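 further: potency means the concentration at half of the fitted maximal effect; 0% = DMSO wells and -100% = cell-free medium wells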
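After a 2 h attachment period, IDH1KD HT-1080 cells took pin-transferred compound for 48 h at 37 °C; ATP-based luminescence after 10 min room-temperature reagent incubation reported viability.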
GLP1R cytotox: qHTS of GLP-1 Receptor Inverse Agonists: Cytotox Screen; HEK293 cAMP-luciferase reporter cells, luminescence, 24 h; Potency, µM (doses to about 38.3 µM), for inactives: top-dose activity change, negative = inhibition, actives largely listed as inhibitors; actives 0.13% (n = 410,000); AID 624418, 2012;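 further: loss of luciferase light is scored as toxicity; potency means the concentration at half of the fitted maximal effect; on the % scale 0 is the no-effect control and ±100 the full control effect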
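Luminescence readout: signal drop marks cytotoxicity. Plated cells grew 12 h at 37 °C, 5% CO2, received 23 nL compound for 24 h, then got luciferase reagent, read after 12 min at RT.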
KB-3-1 tox: qHTS assay for MDR1-selective chemotherapeutics: Primary screen using the parental adenocarcinoma cell KB-3-1; AID 1347075, 2019; actives 1.4% (n = 400,000); Potency, µM (series often up to 46.1 µM), without a hit: at the top dose activity change, negative = cytotoxic, hits mostly cytotoxic; KB-3-1 viability, CellTiter-Glo ATP luminescence, 72 h; further: potency means the concentration at half of the fitted maximal effect; on the % scale 0 is the no-effect control and ±100 the full control effect; nearly all actives have a fitted effect of over 60% in size
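Here the drug-naive KB-3-1 line serves as comparator for MDR sub-line selectivity; cells received compound titrations, 72 h at 37 °C, then CellTiter-Glo readout.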
D3 ag: qHTS of D3 Dopamine Receptor Agonist: qHTS; max activation, %; AID 652048, 2013; D3R DiscoveRx beta-arrestin cells, luminescence, 90 min; actives 0.58% (n = 410,000); D(3) dopamine receptor (Homo sapiens), P35462; in the data active means max activation above about 30%; further: 0% is about no effect; mostly tested at two doses, the higher about 12 µM
Target sequence (P35462 whole entry, looked up): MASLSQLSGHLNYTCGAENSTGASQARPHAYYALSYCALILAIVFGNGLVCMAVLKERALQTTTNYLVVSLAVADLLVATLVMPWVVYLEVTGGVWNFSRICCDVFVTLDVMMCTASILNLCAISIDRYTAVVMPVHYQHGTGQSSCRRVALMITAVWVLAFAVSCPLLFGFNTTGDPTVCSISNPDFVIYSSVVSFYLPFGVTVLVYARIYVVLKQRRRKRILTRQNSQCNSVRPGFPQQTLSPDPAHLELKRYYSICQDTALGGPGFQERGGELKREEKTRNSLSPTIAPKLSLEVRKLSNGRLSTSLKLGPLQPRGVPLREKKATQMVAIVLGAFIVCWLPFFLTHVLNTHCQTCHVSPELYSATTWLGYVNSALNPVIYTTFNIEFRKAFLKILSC
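Agonist-mode cell screen: cells plated at 1500/well and incubated overnight at 37 °C, then exposed to library compounds for 90 min at 37 °C. Detection reagent was added for 30–60 min at room temperature, and luminescence was read.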
KB-V1 MDR tox: qHTS assay for MDR1-selective chemotherapeutics: Primary screen using the drug-selected MDR subline cells KB-V1; Potency, µM (top dose mostly 46.1 µM), for the others: at the highest dose activity change, negative = cytotoxicity, actives largely listed as cytotoxic; KB-V1 MDR cells viability, CellTiter-Glo, 72 h; AID 1347076, 2019; actives 3.4% (n = 400,000); further: potency means the concentration at half of the fitted maximal effect; on the % scale 0 is the no-effect control and ±100 the full control effect; nearly all actives have a fitted effect of over 60% in size
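Cells of the MDR subline KB-V1 are plated, dosed with compound at multiple concentrations, and incubated 72 h at 37 degrees C; CellTiter-Glo is then added and luminescence read after 10 min.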
An asterisk follows results filed as active; u = inconclusive; x = not tested or not shown; [ ] = dose if it differs, or a comment. Unless noted, the call rests on the fitted dose curve; in most records, active means well fitted curve in the direction sought with a large enough effect; inconclusive means small, poorly fitted or top-dose-only effect, or another doubt; inactive means no such curve, though single readings can be large; an effect the other way counts as inactive or inconclusive. No enrichment for hits; 11% or so of the library scored in one or more.

SMILES	HT1080-NT tox	IL1B secr inh	SW480 rerep	MCF10A rerep	HT1080 IDH1KD tx	GLP1R cytotox	KB-3-1 tox	D3 ag	KB-V1 MDR tox
O=C(COC(=O)Cc1cccc(C(F)(F)F)c1)NCC1CCCO1 (stereo not given)	0%	-4	2%	8%	6%	6%	5%	-3	-2%
CCC(=O)Nc1ccccc1C(=O)OCc1ccc(C(=O)c2ccccc2)cc1	-5%	7	-6%	13%	-7%	1%	-14%	16	9%
CCOc1ccc(C(=O)NCCc2sc(-c3ccc(F)cc3)nc2C)cc1	x	x	x	x	x	1%	-3%	5	-6%
CC(=O)NCCc1nc2ccccc2n1Cc1cccc(C)c1	11%	40	-109%[inhibitor]	8%	-1%	4%	12%	4	-8%
CCOc1ccc(/C=N/n2c(SC)nnc(C(C)(C)C)c2=O)cc1	8%	28	-5%	3%	3%	-10%	3%	6	3%
O=C(O)c1ccc(N/N=C/c2cc(Br)cs2)cc1	-8%	-22	-2%	-21%	-6%	7%	2%	-9	u
COc1cc(OC)c(NC(=O)Cn2c(=O)cc(C(F)(F)F)c3c(C)nn(C)c32)cc1Cl	x	x	x	x	x	-4%	-6%	1	-16%
Cc1ccc(NC(=O)Cc2nc(COC(=O)Cc3cccc(C(F)(F)F)c3)cs2)cc1	-6%	18	0%	1%	-8%	1%	25%	-4	-3%
COc1ccc(-c2cc(C(C)=O)c(C)n2CCC(=O)Nc2cc(C)ccc2OC)cc1	x	x	x	x	x	1%	-11%	4	13%
CCCCC(=O)NC(c1ccccc1Cl)c1c(O)ccc2ccccc12 (stereo not given)	u	-89*	6%	11%	u	-21%	-15%	2	0%
CN(C)S(=O)(=O)N(CC(=O)Nc1ccccc1)c1ccccc1	0%	-11	-7%	0%	-4%[9.24 µM]	8%	6%	-10	u
N#CC1=C(N)OC2=C(C(=O)CCC2)C1c1ccncc1 (stereo not given)	5%	9	-1%	0%	13%	-14%	3%	-4	2%
Cc1cccc(N2C(=O)/C(=C\c3ccc(OC(F)F)cc3)c3ccccc3C2=O)c1	-1%	-17	-6%	u	-3%	30%[activator]	-5%	4	-11%
O=C(COc1ccc([N+](=O)[O-])cc1Cl)N1CCc2ccccc21	-4%[9.24 µM]	-5	25%	-3%	0%	3%	-5%	-9	u
Cc1ccc(Cl)cc1N1CCN(C(CC(C)C)c2nnnn2CC2CCCO2)CC1 (stereo not given)	-8%	18	-4%	2.9µM*	-5%	-1%	u	-4	u
Cc1cc(C)c2nc(SCC(=O)NCC3CCCO3)c(C#N)cc2c1 (stereo not given)	20%	-51*	-6%	-1%	19%	-4%	-1%	-5	4%
CCN(C(=O)COC(=O)c1c2c(nc3ccccc13)/C(=C/c1ccccc1)CC(C)C2)C1CCS(=O)(=O)C1 (stereo not given)	u	-20	7.3µM*	u	u	14%	u	-5	u
COc1cc(CNC(=O)c2ccc3c(c2)c(C)c(C)n3Cc2cccc(C)c2)cc(OC)c1OC	x	x	x	x	x	-15%	-12%	-16	-14%
Cc1c(CC(=O)O)c(=O)oc2c(C)c(OCc3ccccc3)ccc12	10%	3	-13%	-1%	8%	20%	4%	2	29%
O=C(Nc1ccccc1Cl)C1CCN(c2nc3ccccc3[nH]2)CC1	x	x	x	x	x	0%	7%	0	-2%
Oc1ccc(F)c2cccnc12	u	-70*	u	u	0%	u	-27%	-8	8%
Cc1cc(C)c(NC(=O)CS(=O)CC(=O)NC2CCCc3ccccc32)c(C)c1 (stereo not given)	-1%	-9	-1%	0%	0%	-13%	u	-9	-11%
O=C1N=C(N2CCCCC2)SC1=C1CCCC1	7%	-15	-11%	-2%	-3%	9%	-5%	-1	u
O=C(O)CSc1ncccc1C(=O)O	14%	41	6%	9.2µM*	6%	-4%	-5%	1	1%
Cc1cc(C)n2nc(CC(=O)NC3CCCCCC3)nc2n1	18%	9	-7%	-6%	3%	-11%	0%	6	u

Ordered by count of non-hydrogen atoms (rising): 3 of the compounds above
SMILES	HT1080-NT tox	IL1B secr inh	SW480 rerep	MCF10A rerep	HT1080 IDH1KD tx	GLP1R cytotox	KB-3-1 tox	D3 ag	KB-V1 MDR tox
O=C(O)c1ccc(N/N=C/c2cc(Br)cs2)cc1	-8%	-22	-2%	-21%	-6%	7%	2%	-9	u
CN(C)S(=O)(=O)N(CC(=O)Nc1ccccc1)c1ccccc1	0%	-11	-7%	0%	-4%[9.24 µM]	8%	6%	-10	u
O=C(Nc1ccccc1Cl)C1CCN(c2nc3ccccc3[nH]2)CC1	x	x	x	x	x	0%	7%	0	-2%

Next compounds.
SMILES	HT1080-NT tox	IL1B secr inh	SW480 rerep	MCF10A rerep	HT1080 IDH1KD tx	GLP1R cytotox	KB-3-1 tox	D3 ag	KB-V1 MDR tox
Cc1ccc(S(=O)(=O)NCc2nnnn2-c2ccc(F)cc2)cc1	3%	0	x	x	7%	4%	u	3	2%
COc1ccc(S(=O)(=O)N[C@@H](Cc2ccccc2)C(=O)N2CC[C@@]3(O)CCCC[C@H]3C2)cc1	-4%	-3	1%	9%	-3%	-11%	0%	0	-18%
CC(=O)Cc1nsc(NC(=O)c2cc(-c3cccc(C(F)(F)F)c3)oc2C)n1	-8%	-6	u	-17%	u	5%	0%	1	19%
Cn1c(-c2cc3ccccc3oc2=O)nc2ccccc21	-1%	7	0%	18%	-1%	0%	2%	4	-9%
CN(C)C1=NC[C@H](Cc2ccccc2)N1CCCCc1ccccc1	-28%	u	4%	u	-21%	-4%	u	-18	0%
CC(=O)c1ccc(NC(=O)C(Cc2ccccc2)n2cccc2)cc1 (stereo not given)	13%	7	5%	2%	11%	3%	-11%	-10	13%
Cc1cc(-c2n[nH]c(=S)n2/N=C/c2ccc(Br)s2)n[nH]1	-2%	2	u	-12%	18%	-10%	u	-9	u
CCSc1nc2sc3c(c2c2[n+]1CC(CBr)O2)CCCC3 (stereo not given)	-2%	0	-18%	4%	-4%	10%	u	-12	-37%
OCCN(Cc1ccccc1)Cc1ccc(C(F)(F)F)cc1	-14%	1	10%	u	-10%	-6%	8%	-7	2%
COc1cccc(OC)c1OCCCCN1CCCC1	17%	11	-6%	-3%	12%	-2%	-5%	-16	27%
COC(=O)c1ccc(-n2nnnc2SCC(=O)Nc2ccccc2F)cc1	1%	17	-18%	u	0%	-6%	-2%	4	14%
O=C(N/N=C\c1cn[nH]c1-c1ccccc1)c1cccnc1	-20%	27	1%	-3%	-24%	-13%	3%	-2	-3%
CC(=O)c1ccc(-c2nnc(CCC(=O)N(C)Cc3c(C)nc4ccccn34)o2)s1	-14%	38	8%	-2%	0%	-16%	u	-11	u
O=C(NCc1ccc2c(c1)OCO2)C1CCCN(C(=O)c2ccc(Cl)cc2)C1 (stereo not given)	1%	2	-6%	u	5%	-17%	13%	1	-7%
C/C(=N/NC(=O)CN1CCN(S(=O)(=O)c2ccc(Br)cc2)CC1)c1cccnc1	11%	-2	-11%	-3%	25%	4%	0%	5	-11%
NS(=O)(=O)c1cccc(NC(=O)c2ccc3nc[nH]c3c2)c1	0%	31	-6%	0%	6%	-14%	20%	7	16%
CC(=O)c1c(C)[nH]c(C(=O)NC2CCSc3ccccc32)c1C (stereo not given)	-8%	22	13%	19%	u	-1%	-29%	-2	-18%
CCN(Cc1nc(-c2ccccc2)no1)C(=O)COc1cccc(OC)c1	-12%	3	-17%	13%	-4%	14%	-1%	-3	-6%
Cc1ccc(S(=O)(=O)N2C(c3ccc(Cl)c(Cl)c3)CC=C(C(=O)O)C2c2cccc(Cl)c2)cc1 (stereo not given)	u	6	x	x	u	-15%	-3%	1	6%
O=C1C2C3C=CC(C4CC34)C2C(=O)N1/N=C/c1ccc(-c2cccc([N+](=O)[O-])c2)o1 (stereo not given)	6%	-62*	2%	5%	1%	6%	-6%	17	-4%
CCCCN(C(=O)c1cccc(S(=O)(=O)N(C)c2ccc(C)cc2)c1)c1c(N)n(CC(C)C)c(=O)[nH]c1=O	2%	6	11%	-2%	-1%	6%	0%	-3	0%

Eight consecutive entries already listed, for reference:
SMILES	HT1080-NT tox	IL1B secr inh	SW480 rerep	MCF10A rerep	HT1080 IDH1KD tx	GLP1R cytotox	KB-3-1 tox	D3 ag	KB-V1 MDR tox
O=C(NCc1ccc2c(c1)OCO2)C1CCCN(C(=O)c2ccc(Cl)cc2)C1 (stereo not given)	1%	2	-6%	u	5%	-17%	13%	1	-7%
C/C(=N/NC(=O)CN1CCN(S(=O)(=O)c2ccc(Br)cc2)CC1)c1cccnc1	11%	-2	-11%	-3%	25%	4%	0%	5	-11%
NS(=O)(=O)c1cccc(NC(=O)c2ccc3nc[nH]c3c2)c1	0%	31	-6%	0%	6%	-14%	20%	7	16%
CC(=O)c1c(C)[nH]c(C(=O)NC2CCSc3ccccc32)c1C (stereo not given)	-8%	22	13%	19%	u	-1%	-29%	-2	-18%
CCN(Cc1nc(-c2ccccc2)no1)C(=O)COc1cccc(OC)c1	-12%	3	-17%	13%	-4%	14%	-1%	-3	-6%
Cc1ccc(S(=O)(=O)N2C(c3ccc(Cl)c(Cl)c3)CC=C(C(=O)O)C2c2cccc(Cl)c2)cc1 (stereo not given)	u	6	x	x	u	-15%	-3%	1	6%
O=C1C2C3C=CC(C4CC34)C2C(=O)N1/N=C/c1ccc(-c2cccc([N+](=O)[O-])c2)o1 (stereo not given)	6%	-62*	2%	5%	1%	6%	-6%	17	-4%
CCCCN(C(=O)c1cccc(S(=O)(=O)N(C)c2ccc(C)cc2)c1)c1c(N)n(CC(C)C)c(=O)[nH]c1=O	2%	6	11%	-2%	-1%	6%	0%	-3	0%
